IMP-1 inhibitor = blocks Pseudomonas aeruginosa IMP-1 metallo-beta-lactamase; hit rate 0.45% among 290,000; inhibition, % at 5.6 µM; purified IMP-1, nitrocefin hydrolysis, epi-absorbance fluorescence; AID 1556;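 active = inhibition above the mean plus 3 SD of all compounds in the same screening run, cut at about 4.5% in these data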;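 also: 0% = IMP-1 with DMSO and 100% = DMSO wells lacking enzyme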
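system = purified recombinant IMP-1 beta-lactamase | amount = 0.2 nM IMP-1, as dispensed | medium = HEPES buffer pH 7.1 with ZnSO4 and Brij 35 | times = 25 °C, 15 min preincubation, 25 min reaction | detection = plate fluorescence quenching by hydrolysis product, ex 480/em 530 nm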
FID counter = counter-screen for HCV NS3 helicase inhibitors: DNA intercalator displacement | DNA fluorescent intercalator displacement, fluorescence | inhibition, % at 7.9 µM | hit rate 0.17% among 290,000 | AID 1845; in the data active = inhibition above about 37%;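 also: 0% = vehicle and 100% = reference compound; higher means more ethidium bromide displaced from hairpin DNA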
IDE act = boosts human insulin-degrading enzyme activity in HEK cells. P14735. FAbeta-B cleavage, fluorescence polarization; 0% vehicle, 100% cell-free pure enzyme wells. activation, % at 5.96 µM. hit rate 0.073% among 340,000;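 active = activation above the mean of all tested compounds plus 3 SD, set per screening campaign, cut at about 17% in these data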
HCV NS3 hel inh = HCV NS3 helicase inhibition; NS3 helicase DNA unwinding, Cy5 molecular beacon fluorescence; inhibition, % at 10.9 µM; hit rate 0.56% among 290,000;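 active = inhibition above the mean of all tested compounds plus 3 SD, set per campaign, cut at about 35% in these data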;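 also: 0% = DMSO wells and 100% = thioflavine S control wells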
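Material: hepatitis C virus NS3 helicase domain fragment enzyme; measured by: Cy5 fluorescence, 0 and 60 min reads; control set: DMSO and thioflavine S; incubation: 60 min unwinding reaction at 25 °C after ATP addition; read-out basis: % inhibition from 60/0 min fluorescence ratio, DMSO 0%, thioflavine S 100%; repeats: singlicate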
IDE inh = cellular human IDE inhibition; inhibition, % at 5.59 µM; P14735; hit rate 0.41% among 320,000; HEK cells, FAbetaB cleavage, fluorescence polarization;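 active = percent inhibition above the average of all tested compounds plus 3 SD, set per screening campaign, cut at about 16% in these data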;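 also: IDE supplied by intact live HEK cells; FP after avidin binding of uncleaved biotin substrate so inhibition keeps polarization high; 0% = DMSO wells and 100% = 60 µM reference IDE inhibitor Ii1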
UBC9 SUMO inh = blocks human SUMOylation mediated by UBC9. P63279. HTRF SUMOylation assay, SAE1/SAE2 + UBC9, in vitro. inhibition, % at 35 µM. hit rate 0.36% among 290,000; in the data active = inhibition above about 50%, passing the limit was not always enough; also: strong numbers were not always called active
M18AAP inhibitor = PfM18AAP enzyme inhibition. recombinant PfM18AAP, H-Glu-NHMec fluorogenic cleavage. inhibition, % at 7.35 µM. hit rate 1.2% among 290,000;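 active = inhibition above the campaign mean inhibition over all tested compounds plus 3 SD, cut at about 28% in these data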;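 also: 0% = plate median of test compound wells and 100% = 2 mM ZnCl2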
VIM-2 inh = blocks Pseudomonas aeruginosa VIM-2 metallo-beta-lactamase; AID 1527; purified VIM-2, nitrocefin hydrolysis, epi-absorbance fluorescence; hit rate 0.89% among 290,000; inhibition, % at 5.6 µM;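 active = inhibition above the mean of all tested compounds plus 3 SD, cutoff set per screening run, cut at about 7.5% in these data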;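 also: red hydrolysis product quenches plate fluorescence so inhibitors raise well fluorescence; 0% = enzyme with DMSO and 100% = DMSO without enzyme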
pCIP destab = compounds decreasing mouse p/CIP protein stability | Q05BA5 | F442A p/CIP-EGFP cells, EGFP fluorescence, 16 h | decrease of EGFP signal, % at 10 µM | hit rate 0.01% among 290,000 | AID 1984;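 active = EGFP signal decrease of at least 30% at 10 µM or well 3 SD below plate mean, unless failing retest; inactive = the rest, including hits failing retest or dose response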; also: some compounds called inactive have numbers as strong as hits; many of its hits are not listed in these tables
Starred values were filed as active, the others as inactive; . = not tested or not shown. No enrichment for hits; any-hit rate near 3.6%.

entry	Structure	IMP-1 inhibitor	FID counter	IDE act	HCV NS3 hel inh	IDE inh
1	O=C(Nc1ccccc1C(=O)NCc1cccnc1)c1ccc(Cl)cc1Cl	-0.7	-14	4	-3	1
2	O=C(Nc1nnc(C2CC2)s1)c1cc(S(=O)(=O)N2CCCCC2)ccc1N1CCOCC1	-4.2	-28	3	2	9
3	CC1CN(Cc2c(O)ccc3c(=O)c(-c4ccccc4)coc23)CC(C)O1 (configuration not stated)	-3.3	-19	7	1	4
4	FC(F)(F)c1ccc(Oc2ccc(Cl)cc2Br)nc1	-3.2	1	6	0	-3
5	CCn1c(SCc2nnc(-c3ccccc3)o2)nnc1-c1ccc(S(=O)(=O)N2CCCC2)cc1	-4.0	-37	1	0	-3
6	O=C(O)COc1ccc(Br)cc1/C=N\Nc1ccccn1	-1.4	-6	1	13	0
7	COc1ccc(/C(C)=N/NC(=O)c2nnn(-c3nonc3N)c2-c2cccs2)cc1	-2.8	-20	-2	-6	2
8	O=c1cc(CSc2ccc(Cl)cc2)nc(-c2ccccc2)[nH]1	-3.8	-14	.	-3	-1

entry	UBC9 SUMO inh	M18AAP inhibitor	VIM-2 inh	pCIP destab
1	4	0	-1.0	-19
2	5	0	-2.4	0
3	32	-1	-1.0	5
4	-1	-15	-1.1	5
5	16	-3	-0.9	-7
6	3	7	0.3	4
7	30	-7	-1.0	-8
8	10	4	-0.9	3

A second format for part of the listing above.
(3) CC1CN(Cc2c(O)ccc3c(=O)c(-c4ccccc4)coc23)CC(C)O1 (configuration not stated)
  IMP-1 inhibitor: -3.3
  FID counter: -19
  IDE act: 7
  HCV NS3 hel inh: 1
  IDE inh: 4
  UBC9 SUMO inh: 32
  M18AAP inhibitor: -1
  VIM-2 inh: -1.0
  pCIP destab: 5

(4) FC(F)(F)c1ccc(Oc2ccc(Cl)cc2Br)nc1
  IMP-1 inhibitor: -3.2
  FID counter: 1
  IDE act: 6
  HCV NS3 hel inh: 0
  IDE inh: -3
  UBC9 SUMO inh: -1
  M18AAP inhibitor: -15
  VIM-2 inh: -1.1
  pCIP destab: 5

(5) CCn1c(SCc2nnc(-c3ccccc3)o2)nnc1-c1ccc(S(=O)(=O)N2CCCC2)cc1
  IMP-1 inhibitor: -4.0
  FID counter: -37
  IDE act: 1
  HCV NS3 hel inh: 0
  IDE inh: -3
  UBC9 SUMO inh: 16
  M18AAP inhibitor: -3
  VIM-2 inh: -0.9
  pCIP destab: -7

Later entries:
entry	Structure	IMP-1 inhibitor	FID counter	IDE act	HCV NS3 hel inh	IDE inh
9	CC(=O)c1ccc(NS(=O)(=O)c2ccc(N)cc2)cc1	-4.4	1	6	-1	-4
10	COc1ccc(N(CC(=O)Nc2ccccc2C(=O)O)S(=O)(=O)c2ccc(C)c([N+](=O)[O-])c2)cc1	-2.1	-10	1	-7	1
11	O=C(COC(=O)/C=C/c1ccc2c(c1)OCO2)NC1CC1	-4.5	-3	-1	-6	5
12	CCC1=NN(S(=O)(=O)c2ccc(C)cc2)C(O)(C(F)(F)F)C1 (configuration not stated)	-0.8	-3	-3	3	2
13	O=C(/C=C/c1ccccc1Cl)NCCc1ccc(F)cc1	-5.3	-6	3	6	3
14	Cc1cc2oc(C(=O)N3CCN(CCc4ccccn4)CC3)c(C)c2cc1C	-0.9	-27	1	-10	-4
15	CC(Sc1ccccn1)C(=O)Nc1ccccc1 (configuration not stated)	-1.3	-2	-2	2	-3
16	C=CCNc1sc(C(=O)c2ccc(Br)s2)c(N)c1C#N	-0.4	-2	2	3	-5

entry	UBC9 SUMO inh	M18AAP inhibitor	VIM-2 inh	pCIP destab
9	-4	-9	-5.4	1
10	7	2	-0.9	28
11	5	-3	1.8	-2
12	6	-9	-3.4	-5
13	-12	5	-0.6	-9
14	16	3	-4.7	-5
15	3	2	0.3	-10
16	23	-8	0.7	2

(more compounds)
entry	Structure	IMP-1 inhibitor	FID counter	IDE act	HCV NS3 hel inh	IDE inh
17	Cc1ccc(C2NC(c3ccc(C)cc3)C(C)C(=NO)C2C)cc1 (configuration not stated)	-0.3	-5	0	-16	-2
18	Cc1ccccc1C(=O)Nc1nnc(S(=O)(=O)N2CCCCCC2)s1	-1.9	-21	3	12	-1
19	COc1ccc(NC(=O)C2CCCN(S(=O)(=O)c3ccc4c(c3)CC(C)N4C(C)=O)C2)cc1 (configuration not stated)	-3.9	-47	-4	-5	-1
20	COc1ccc(N2Cc3ccccc3C2=NC(=O)c2cccc([N+](=O)[O-])c2)cc1	-2.4	-4	4	5	-2
21	O=C(CCC(=O)N1CCOc2ccccc21)NCc1cccnc1	-2.0	-5	7	0	2
22	O=C(NCc1cccs1)C1CCCN(C(=O)Nc2ccccc2)C1 (configuration not stated)	-1.9	-6	-3	-6	1
23	COCCCn1c(=O)c2ccccc2n(Cc2ccccc2)c1=O	-2.5	-31	5	-1	0
24	CCNc1nc(NC#N)nc(SCC(=O)OCC)n1	-3.3	2	1	-3	-1

entry	UBC9 SUMO inh	M18AAP inhibitor	VIM-2 inh	pCIP destab
17	4	-14	-0.2	-15
18	-14	1	-0.1	6
19	.	0	-1.8	-9
20	-5	-6	-2.5	-7
21	-1	-1	-2.2	4
22	4	-3	-3.9	-12
23	11	7	-1.7	-2
24	0	6	-2.6	7

Later entries:
entry	Structure	IMP-1 inhibitor	FID counter	IDE act	HCV NS3 hel inh	IDE inh
25	COc1ccc(C2C(C(=O)NCCN3CCOCC3)c3ccccc3C(=O)N2C)cc1OC (configuration not stated)	-2.7	-9	7	4	2
26	COc1cc(Br)c(C(C)NC(=O)c2cccc(Br)c2)cc1OC (configuration not stated)	1.0	-19	2	-5	-1
27	Cc1cc2c(cc1C)C(c1ccccc1OC(C)C)CC(=O)N2 (configuration not stated)	-2.1	-34	2	0	-5
28	COc1cccc(C(=O)N2CCN(Cc3ccccn3)CC2)c1	2.5	4	4	-7	-1
29	COc1ccc(CCNC(=O)CN2CCC(C)CC2)cc1OC	-5.1	5	5	1	3
30	Cc1nc(-c2cccc(N)c2)cs1	-3.2	2	4	1	5
31	COc1ccc(CCNC(=O)c2ccccc2)cc1	-0.7	-8	2	16	1
32	CCCCNC(=O)C1CCN(C(=O)C2CCN(S(=O)(=O)c3ccc(C)cc3)CC2)CC1	0.0	-41	-1	-2	-6

entry	UBC9 SUMO inh	M18AAP inhibitor	VIM-2 inh	pCIP destab
25	5	1	-3.2	6
26	8	6	-1.3	-12
27	7	3	-1.2	-6
28	12	-5	-0.6	-5
29	22	2	-2.6	-20
30	2	2	-5.0	-8
31	7	-13	0.1	5
32	-2	-5	-0.4	1

Next results follow.
entry	Structure	IMP-1 inhibitor	FID counter	IDE act	HCV NS3 hel inh	IDE inh
33	COc1ccc(OC(=O)c2cnn(-c3ccccc3)c2C)cc1	-1.8	-21	-5	-10	2
34	COCC1CCCN(C(=O)c2ccc3oc(CCCc4ccccc4)nc3c2)C1 (configuration not stated)	-5.0	-51	-2	-4	2
35	Cc1n[nH]c(=O)c2c(NC(=O)CSc3nc4ccccc4c(=O)n3CCCOC(C)C)oc(C)c12	-3.7	-28	-3	6	-3
36	CCc1ccc(C(=O)NNc2ccc(C)c(Cl)c2)cc1	-3.3	-13	.	-9	0
37	CCc1cccc(NC(=S)N(CCCN2CCOCC2)C(C)c2cc3cccc(OC)c3o2)c1 (configuration not stated)	-3.7	14	5	-1	5
38	COCCCNc1nc2ccccc2nc1NS(=O)(=O)c1ccc(C)cc1	-2.7	-25	3	3	0
39	C=CCNCCCOc1ccc(C)cc1Br	-3.5	11	-1	4	4
40	Cn1c(SCCOc2ccc(Cl)cc2)nnc1-c1ccncc1	-3.0	-19	-48	0	44*

entry	UBC9 SUMO inh	M18AAP inhibitor	VIM-2 inh	pCIP destab
33	1	-14	-2.1	10
34	4	7	-2.9	-2
35	2	1	-1.4	0
36	-7	1	-4.4	-6
37	-2	-2	-3.4	6
38	15	-1	-2.6	-11
39	-3	2	-2.1	5
40	29	1	-0.4	-10

Later entries.
entry	Structure	IMP-1 inhibitor	FID counter	IDE act	HCV NS3 hel inh	IDE inh
41	CC(=O)C1=C(O)CC(C)(C)CC1=NCc1nc2ccccc2[nH]1	-3.5	-3	-3	-13	2
42	CCCc1cc(C(=O)Nc2sc3c(c2C#N)CCC3)no1	0.6	-7	-3	-3	3
43	COc1ccc(NC(=O)C(=O)NCc2ccncc2)c(OC)c1	-2.5	-5	3	-1	-1
44	COc1ccc(-c2[nH]ncc2CN2CCCCCCC2)c(OC)c1	0.3	6	3	-74	0
45	Cc1ccccc1C(=O)Nc1ccnn1C1CCN(C(=O)c2ccoc2)CC1	-1.2	-9	1	1	-1
46	COCC(=O)N1CCC(Oc2ccc(C(=O)N(C)CCCC3CCCC3)cc2)CC1	-2.1	-61	2	0	2
47	Cc1ccc(-c2ccc(S(=O)(=O)N3CCN(C)CC3)cc2)cc1	-2.1	9	1	-44	-6
48	COc1ccc(CCNC(=O)c2cnc3scc(C)n3c2=O)cc1OC	-3.9	-21	0	-7	-6

entry	UBC9 SUMO inh	M18AAP inhibitor	VIM-2 inh	pCIP destab
41	-7	5	-2.9	2
42	0	-4	-0.2	7
43	-8	-4	-3.4	8
44	16	-13	-0.2	-7
45	-9	0	-2.1	0
46	0	0	-0.8	-13
47	7	-3	-2.5	-6
48	-4	5	-0.8	-6

2 records drawn at random from those above, as already listed:
entry	Structure	IMP-1 inhibitor	FID counter	IDE act	HCV NS3 hel inh	IDE inh
47	Cc1ccc(-c2ccc(S(=O)(=O)N3CCN(C)CC3)cc2)cc1	-2.1	9	1	-44	-6
45	Cc1ccccc1C(=O)Nc1ccnn1C1CCN(C(=O)c2ccoc2)CC1	-1.2	-9	1	1	-1

entry	UBC9 SUMO inh	M18AAP inhibitor	VIM-2 inh	pCIP destab
47	7	-3	-2.5	-6
45	-9	0	-2.1	0

Going on with the list.
entry	Structure	IMP-1 inhibitor	FID counter	IDE act	HCV NS3 hel inh	IDE inh
49	Cc1ccc(/C=N/n2c(C)nc3ccccc3c2=O)s1	-2.4	-4	.	-6	-3
50	CC(C)OC(=O)c1cccc(-c2ccc(C=O)o2)c1	-1.6	0	5	13	-3
51	O=C(Nc1cccc(Cl)c1)C1CCN(C(=O)c2cccs2)CC1	-1.9	-11	5	-6	-2
52	O=C(NC(=S)Nc1cc(C(F)(F)F)ccc1N1CCOCC1)c1sc2ccccc2c1Cl	-4.0	-1	-1	2	-1
53	O=C(c1cc(=O)c2ccccc2o1)N1CCCc2ccccc21	-0.2	-12	-1	-6	3
54	CC(=O)N1[C@H](Cc2ccccc2)C=C[C@]1(C)C(=O)NCc1ccc(C)o1	-2.4	-14	1	4	5

entry	UBC9 SUMO inh	M18AAP inhibitor	VIM-2 inh	pCIP destab
49	4	-9	0.4	-1
50	21	-6	-0.2	-17
51	0	5	-1.4	-6
52	-9	-6	-3.8	-5
53	25	-1	-0.7	2
54	16	1	-1.6	-52

Source: PubChem BioAssay (several laboratories)
